Screening data (PubChem)
esBAF inh – Bmi1 luciferase reporter increase in mESCs, primary screen, esBAF inhibitor project, mouse ES cells, Bmi1 luciferase knock-in, single point; 24 h; 100% = twice the neutral-well signal; reporter increase, % at 12.5 µM; 350,000 compounds, 2% hits; in the data active = activation above about 40%; inconclusive = no clear call, values can overlap the other calls;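 also: 0% = median of the plate's neutral control wells and 100% = double that signal; a rise in the Bmi1 reporter signal indicates esBAF inhibition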
EWS-Fli block – EWS/Fli-driven NR0B1 reporter inhibitors, primary screen, A673 cells, NR0B1 luciferase, luminescence, MLPCN library | viability-normalised | inhibition, % at 12.6 µM | 350,000 compounds, 0.67% hits | AID 651661, 2012;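 active = mean inhibition of at least 50% after viability correction, with every replicate also passing that limit; inconclusive = mean reaches 50% but only one of two replicates passes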;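 also: firefly luciferase signal divided by Alamar Blue viability fluorescence both relative to DMSO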
FN deposit inh – inhibitors of fibronectin matrix deposition, primary screen, AH1F cells, Alexa488-fibronectin fluorescence, plate reader; AID 743247, 2014; 350,000 compounds, 0.086% hits; inhibition, % at 12.6 µM; AH1F fibroblasts, overnight;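 active = mean inhibition across replicates of 30% or more, regardless of how many single replicates reach that level; inconclusive = mean under 30% yet at least half of replicates reach 30%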;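 also: positive control wells lacked labelled fibronectin entirely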
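Material – AH1F fibroblast monolayer, labelled fibronectin deposition · Reagent – labelled fibronectin 24 nM · Timing – 1 h adhesion, overnight exposure · Measured by – fluorescence at 485 nm excitation, 525 nm emission · Read-out – inhibition of fibronectin deposition signal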
RAD52 inh – RAD52 DNA annealing inhibitors, primary screen, biochemical, FRET, single point, set 2 | DNA repair protein RAD52 homolog (Homo sapiens), P43351 | recombinant RAD52 DNA annealing, FRET fluorescence | inhibition, % at 18.7 µM | 360,000 compounds, 0.46% hits;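 active = every replicate showing at least 50% inhibition; inconclusive = mean inhibition at least 50% but not in every replicate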
Target sequence (P43351 whole entry, looked up): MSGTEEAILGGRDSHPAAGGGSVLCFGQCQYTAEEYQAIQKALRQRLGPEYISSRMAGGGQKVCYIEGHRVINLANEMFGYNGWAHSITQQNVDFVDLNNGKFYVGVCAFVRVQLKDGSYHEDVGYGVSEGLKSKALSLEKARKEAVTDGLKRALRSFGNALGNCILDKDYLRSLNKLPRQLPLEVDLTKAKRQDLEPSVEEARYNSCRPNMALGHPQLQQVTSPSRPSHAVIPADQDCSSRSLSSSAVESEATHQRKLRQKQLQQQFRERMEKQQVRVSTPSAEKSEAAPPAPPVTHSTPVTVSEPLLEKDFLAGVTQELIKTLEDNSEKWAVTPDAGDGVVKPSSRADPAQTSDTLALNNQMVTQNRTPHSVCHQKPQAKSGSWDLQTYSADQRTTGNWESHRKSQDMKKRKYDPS
S100A4 MyoIIA – inhibitors of S100A4-myosin IIA peptide binding, primary screen, biochemical, fluorescence polarization, TAMRA-MyoIIA peptide | Protein S100-A4 (Homo sapiens), P26447 | 360,000 compounds, 0.14% hits | inhibition, % at 10.7 µM;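 active = mean inhibition of at least 70% across replicates, with every replicate also reaching that level; inconclusive = mean inhibition reaches 70% but some replicates fall short; inactive = mean inhibition below 70%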
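Test system – S100A4 monomer (human) · Compound – single-point compound testing · Schedule – 5 min incubation before reading · Probe or stimulus – TAMRA-labelled myosin IIA heavy-chain peptide probe, 5 nM · Benchmarks – neutral control DMSO, positive control TFP · Medium – Calcium-containing HEPES buffer, pH 7.2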
E-selectin induc – E-selectin induction in HUVECs, primary screen, imaging, HUVEC, immunofluorescence imaging, single point. P16581. normalized: neutral wells 0, TNF-alpha wells 100. activation, % at 7.58 µM. 260,000 compounds, 0.37% hits. AID 686992, 2013;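 active = mean E-selectin-positive cell signal at least 10% of the positive control, reached in at least 60% of replicates, without over 20% cell loss; inconclusive = no rule given, readout overlaps actives, possibly toxicity-flagged; inactive = the rest, including those meeting only one limit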;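 also: in these data hits start at about 27%; measured in HUVEC primary endothelial cells; signal is the percent of cells scored E-selectin positive by PE staining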
Target sequence (P16581 whole entry, looked up): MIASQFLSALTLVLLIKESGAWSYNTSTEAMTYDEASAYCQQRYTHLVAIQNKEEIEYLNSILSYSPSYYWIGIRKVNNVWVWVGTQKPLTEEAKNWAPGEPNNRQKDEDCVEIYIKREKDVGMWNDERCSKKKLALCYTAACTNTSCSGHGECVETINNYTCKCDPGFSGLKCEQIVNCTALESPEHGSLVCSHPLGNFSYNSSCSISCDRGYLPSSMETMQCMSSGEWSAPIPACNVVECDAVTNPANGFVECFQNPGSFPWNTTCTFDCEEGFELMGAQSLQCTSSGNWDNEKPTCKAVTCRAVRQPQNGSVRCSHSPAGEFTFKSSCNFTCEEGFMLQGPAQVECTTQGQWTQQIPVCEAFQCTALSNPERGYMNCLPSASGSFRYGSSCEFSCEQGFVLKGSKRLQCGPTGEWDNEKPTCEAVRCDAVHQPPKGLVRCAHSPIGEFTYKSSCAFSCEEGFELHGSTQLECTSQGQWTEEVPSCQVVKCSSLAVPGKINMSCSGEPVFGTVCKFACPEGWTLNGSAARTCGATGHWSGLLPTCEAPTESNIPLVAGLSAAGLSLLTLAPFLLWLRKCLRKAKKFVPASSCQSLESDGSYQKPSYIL
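assay system = HUVEC, human umbilical vein endothelial cells | input = 3,000 HUVEC seeded per well | medium = EGM-2 growth medium on 0.1% gelatin-coated wells | dosing = one compound dose added by pin transfer | signal = immunofluorescence imaging | read-out basis = % PE-positive cells | control set = TNF-alpha, DMSO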
RAD54 branch – inhibitors of human RAD54 branch migration, primary screen, biochemical, fluorescence, single point; DNA repair and recombination protein RAD54-like (Homo sapiens), Q92698; RAD54 Holliday junction branch migration, FAM/BHQ fluorescence; inhibition, % at 10.4 µM; 360,000 compounds, 0.14% hits; AID 602329, 2012;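 active = mean normalized replicate activity at least 40 and at least half of replicates scoring 40 or more; inconclusive = only one of the two criteria met; inactive = mean below 40 and under half of replicates reaching 40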;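 also: 0% = median of neutral control wells and 100% = median of positive control wells; inhibitors cause a drop in the FAM fluorescence signal; in these data hits start at about 50%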
Xi reactivation – activators of inactive X chromosome reactivation, primary screen, imaging, XiGFP fibroblasts, GFP high-content imaging, set 2. XiGFP mouse fibroblasts, % GFP-positive cells imaging, 3 d; cells co-treated with 5-aza-dC sensitizer; scaled so ellipticine positive control = 100%. activation, % at 7.58 µM. 360,000 compounds, 0.055% hits. AID 743238, 2013;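 active = mean normalized replicate activation at least 10% and every replicate at or above 10%; inconclusive = only one of the two criteria met; inactive = mean below 10% and not all replicates reach 10%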;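 also: 0% = median of on-plate neutral control wells and 100% = ellipticine 6 µM median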
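material = 68-5-11 XiGFP fibroblast line | medium = DMEM plus 5-aza-dC sensitizer | schedule = 3 days compound exposure | benchmarks = positive control ellipticine, 6 µM final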
* hit, by the source's call; ? = inconclusive; nt = no result given.

SMILES	esBAF inh	EWS-Fli block	FN deposit inh	RAD52 inh	S100A4 MyoIIA	E-selectin induc	RAD54 branch	Xi reactivation
C/C(=N\Nc1nc2ccccc2[nH]1)c1ccc([N+](=O)[O-])cc1	-11	-21	-11	-13	7	5.6	-4	0.2
O=C(CCN1C(=O)C2CC=CCC2C1=O)Nc1ccc(S(=O)(=O)N2CCCCC2)cc1 (stereo not given)	nt	-5	3	-8	-4	nt	0	0.4
OC(CNCC1COc2ccccc2O1)COc1ccc(Cl)cc1 (stereo not given)	-6	-7	-1	-5	-4	0.2	2	0.0
COc1ccc(NC(=O)c2ccc(-c3csc(C)n3)cc2)cc1	41*	-98	-6	-8	-2	nt	5	0.0
C[C@@H]1CN([C@H](C)CO)C(=O)Cc2cc(NS(=O)(=O)c3cn(C)cn3)ccc2O[C@H]1CN(C)C(=O)Nc1ccccc1	-3	-3	nt	2	12	0.0	-4	-0.4
COc1ccc(CC(=O)Nc2ccc(S(=O)(=O)Nc3nccc(C)n3)cc2)cc1	-5	nt	nt	-15	-5	nt	8	nt
CCOc1ccc(CN(C)C(=O)CCNC(=O)c2ccco2)cc1	-9	-2	4	-11	-1	nt	-4	0.2
Cc1nn(CC(C)C)c(Cl)c1C(=O)N(c1ccc(Cl)cc1F)S(C)(=O)=O	-3	4	4	-2	-3	nt	9	0.1
Cc1[nH]c2ccccc2c1C(=O)C(C)OC(=O)c1ccc(NC(=O)CC#N)cc1 (stereo not given)	nt	12	-6	-80	2	0.4	nt	0.7
CC(=O)c1c(COC(=O)c2cccc(C)c2)nc2ccccc2[n+]1[O-]	nt	2	-2	0	3	nt	nt	0.1
Cc1cccc2c(CC(=O)Nc3ccccc3)noc12	nt	-5	1	-13	0	nt	-15	0.0
CCOc1cc(C2NC(=O)CCC2[N+](=O)[O-])cc(Br)c1OC (stereo not given)	-3	-10	-1	-13	2	nt	-10	-0.1
Cc1cc(-c2nc(C)c(C(=O)NNC(=O)NC(C)C)s2)no1	3	14	6	0	-3	nt	nt	0.3
Cc1c(-c2ccccc2)nc2ccccc2c1C(=O)Nc1ccncc1	-3	-3	1	0	-2	nt	-4	0.4
O=C(CN1C(=O)S/C(=C\c2ccccc2)C1=O)Nc1cc([N+](=O)[O-])ccc1O	6	-14	0	-30	8	0.4	8	0.0
COc1ccc(CN(C)C[C@@H]2Oc3ccc(NC(=O)C4CC4)cc3CC(=O)N([C@@H](C)CO)C[C@@H]2C)cc1	-1	10	nt	1	5	0.2	-9	-0.6
C[C@H]1CN([C@@H](C)CO)C(=O)Cc2cc(NC(=O)CCC(F)(F)F)ccc2O[C@@H]1CN(C)C(=O)Nc1cccc2ccccc12	-4	10	10	-1	-2	-0.2	5	-0.2
O=C(COC(=O)c1ccc(S(=O)(=O)N2CCCC2)cc1)Nc1cccc(Cl)c1	-3	3	-13	-7	-1	?	-4	0.1
COc1ccccc1C(=O)Nc1ccc(S(=O)(=O)N2CCCCC2)cc1	2	-3	0	-17	-4	nt	-10	-0.1
O=C1N[C@@H](c2ccccc2)COC(=O)[C@H](Cc2ccc(F)cc2)CC/C=C/C[C@H]1CC(=O)N(CCO)Cc1ccccc1	6	2	-1	-14	-1	-0.1	4	-0.2
CCOc1ccccc1C(=O)Nc1nn[nH]n1	nt	4	-3	-1	1	nt	nt	0.0
C[C@@H]1CN([C@H](C)CO)C(=O)c2cc(C#C[C@@H](C)O)cnc2O[C@H]1CN(C)C(=O)Nc1ccc(C(F)(F)F)cc1	2	-1	-10	-5	7	0.5	9	-1.0
CCOC(=O)CN(C(=O)COc1nc(-c2ccccc2)cc(C)c1C#N)c1ccccc1C	1	29	11	-7	-3	1.6	-6	0.4
C[C@@H]1CCCCO[C@H](CN(C)Cc2ccccc2)[C@H](C)CN([C@H](C)CO)C(=O)c2cc(NS(=O)(=O)c3cn(C)cn3)ccc2O1	-6	-4	-2	8	-33	-0.1	3	0.0
NS(=O)(=O)c1ccc(CNC(=O)c2ccc(NS(=O)(=O)c3ccc4[nH]c(=O)[nH]c4c3)cc2)cc1	0	-2	3	1	7	-0.5	-8	-0.7

Next section.
SMILES | esBAF inh | EWS-Fli block | FN deposit inh | RAD52 inh | S100A4 MyoIIA | E-selectin induc | RAD54 branch | Xi reactivation
O=C1CN(C(=O)/C=C/c2ccccc2)CCN1 | -2 | 0 | -10 | -11 | 0 | 0.0 | 6 | 0.0
Cc1ccc(CN2CCC[C@]3(N[C@H](c4ccc(C(F)(F)F)cc4)[C@@H]4C(=O)N(Cc5ccccc5)C(=O)[C@@H]43)C2=O)cc1 | -7 | 3 | -4 | -16 | -1 | 0.2 | -13 | 0.1
Cn1ccc2c(-c3cccc(C=O)c3)cc3c(c21)C1CCC3O1 (stereo not given) | 1 | 1 | -5 | -10 | -2 | -1.4 | 4 | nt
CC1(C(=O)NS(=O)(=O)Cc2ccccc2C(F)(F)F)CCN1C(=O)c1ccco1 (stereo not given) | 1 | 3 | -3 | -11 | -3 | 0.0 | 20 | 0.0
CCc1c(C)sc(NC(=O)c2cccs2)c1C#N | nt | -57 | 2 | -48 | -2 | nt | nt | 0.0
O=S(=O)(N[C@@H]1CC[C@H](CCn2cc(-c3ccccc3F)nn2)O[C@@H]1CO)c1ccc(Cl)cc1 | 2 | 5 | 6 | -14 | 10 | -0.1 | -11 | -0.2
COc1ccc(C#Cc2ccc3c(c2)[C@H]2[C@H](CCN2C(=O)CC2CC2)[C@H](CO)N3)cc1 | -1 | -8 | 0 | -3 | 2 | -0.4 | 0 | 0.0
C=CC[C@@H](CC(=O)N[C@@H](CO)Cc1ccccc1)C(=O)N[C@H](COC(=O)[C@@H](CC=C)CC(=O)OC(C)(C)C)Cc1ccccc1 | 1 | -5 | -1 | 8 | 1 | -0.2 | 11 | 1.7
CCCCC(CC)CNC(=O)C1CCCN(S(=O)(=O)c2cnc[nH]2)C1 (stereo not given) | 1 | -4 | -6 | -8 | -2 | nt | 2 | -0.1
CCC(=O)Nc1ccc2c(c1)OC[C@H](C)N(C(=O)c1cccnc1)C[C@@H](C)[C@H](OC)CN(C)C2=O | -2 | -9 | 0 | -14 | -10 | -0.1 | 3 | -0.1
COCCNC(=O)[C@@H]1[C@@H](CO)[C@@H]2Cn3c(ccc(C4=CCCCC4)c3=O)[C@H]1N2Cc1cocn1 | 4 | -1 | -1 | 2 | 10 | 0.1 | -1 | 0.2
COc1ccc(NC(=O)CN(c2ccc(C(C)C)cc2)S(=O)(=O)c2c(C)noc2C)cc1OC | 3 | 24 | 5 | 1 | -9 | nt | 7 | 0.1
O=C(NC(=O)N1CCCc2ccccc21)c1ccccc1 | nt | -32 | nt | -7 | 4 | nt | nt | 0.0
CO[C@H]1CN(C)C(=O)c2ccc(NC(=O)c3ccccc3)cc2OC[C@@H](C)N(C)C[C@@H]1C | 3 | 0 | 5 | -3 | 1 | 0.0 | 0 | 0.2
C[C@@H]1CN([C@H](C)CO)C(=O)c2cc(C#CC3(O)CCCC3)cnc2O[C@H]1CN(C)Cc1cccnc1 | 3 | 2 | 3 | 6 | -6 | 0.4 | -19 | -1.0

Additional results:
SMILES | esBAF inh | EWS-Fli block | FN deposit inh | RAD52 inh | S100A4 MyoIIA | E-selectin induc | RAD54 branch | Xi reactivation
CCCNC(=O)N1CC(=O)N2[C@H](C1)[C@H](c1ccc(-c3ccncc3)cc1)[C@@H]2CO | nt | -17 | nt | 0 | 0 | 1.4 | nt | -0.1
COc1cc2oc(-c3ccc(O)cc3)cc(=O)c2c(OC)c1O | -6 | 10 | 1 | -3 | -2 | 0.0 | 17 | 0.2
CCn1c(SCC(=O)Nc2ccccc2Br)nnc1-c1cnccn1 | 2 | nt | 4 | -5 | -4 | nt | -8 | 0.0
CO[C@@H]1CN(C)C(=O)c2ccc(NC(=O)c3ccno3)cc2OC[C@H](C)N(S(C)(=O)=O)C[C@@H]1C | -1 | 1 | -3 | -144 | 19 | -0.1 | -12 | 0.1
COCCN1C(=O)/C(=C/c2cc3c(cc2Br)OCO3)NC1=S | nt | -4 | 3 | -15 | -8 | 5.9 | nt | 0.0
C[C@@H]1CCCCO[C@@H](CN(C)S(=O)(=O)c2ccccc2)[C@H](C)CN([C@H](C)CO)C(=O)c2cc(NS(=O)(=O)c3ccccc3)ccc2O1 | 3 | 5 | -11 | -11 | -21 | -0.2 | 0 | 0.5
O=C(c1ccccc1)N1CCCC(C(=O)N2CCCCC2)C1 (stereo not given) | -2 | 4 | 7 | -7 | 64 | nt | 7 | 0.1
O=C(Nc1ccc(Br)cc1F)C1CCCN(S(=O)(=O)c2cnc[nH]2)C1 (stereo not given) | -14 | -7 | -8 | -13 | -5 | nt | -8 | -0.2
COC(=O)c1cc(C(=O)c2ccc(Cl)cc2)n2c(=O)/c(=C\N(C)C)sc12 | nt | 21 | nt | -82 | 5 | nt | nt | 0.1
Cc1ccc(S(=O)(=O)N2CCN(Cc3ccco3)CC2)c(C)c1 | 4 | 6 | nt | -2 | 0 | -0.1 | -3 | 0.0
Cc1ccc(CNC(=O)CS(=O)Cc2nc(-c3cccs3)oc2C)cc1 (stereo not given) | 0 | 1 | -11 | -25 | -2 | nt | -2 | 0.3
CCCN1[C@@H]2Cn3c(ccc(-c4cccnc4)c3=O)[C@H]1[C@@H](C(=O)NCCc1cn(C)cn1)[C@@H]2CO | -2 | 5 | nt | -7 | 1 | 0.8 | 5 | 0.1
Cc1ccc(NC(=O)CN2C(=O)C3C4C=CC(C4)C3C2=O)cc1 (stereo not given) | nt | -9 | 6 | -7 | 1 | 0.4 | nt | 1.1

In the list so far, three have a furan ring, fused or not.
SMILES | esBAF inh | EWS-Fli block | FN deposit inh | RAD52 inh | S100A4 MyoIIA | E-selectin induc | RAD54 branch | Xi reactivation
CCOc1ccc(CN(C)C(=O)CCNC(=O)c2ccco2)cc1 | -9 | -2 | 4 | -11 | -1 | nt | -4 | 0.2
CC1(C(=O)NS(=O)(=O)Cc2ccccc2C(F)(F)F)CCN1C(=O)c1ccco1 (stereo not given) | 1 | 3 | -3 | -11 | -3 | 0.0 | 20 | 0.0
Cc1ccc(S(=O)(=O)N2CCN(Cc3ccco3)CC2)c(C)c1 | 4 | 6 | nt | -2 | 0 | -0.1 | -3 | 0.0
